Source: PubChem (The Scripps Research Institute Molecular Screening Center)
M1 ag = activates human CHRM1 receptor. AID 588814. CHO-K1 hM1, Fluo-8 calcium fluorescence, agonist mode; 0% DMSO, 100% acetylcholine EC100. 360,000 compounds, 0.33% hits. activation, % at 3 µM;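 active = activation above the run's mean compound activation plus 3 SD, cut at about 16% in these data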;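 also: peak over basal fluorescence ratio within a 140 s kinetic read after compound addition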
M1 PAM = positive allosteric modulators of human M1 muscarinic receptor | activation, % at 3 µM | CHO-K1 hM1, Fluo-8 calcium fluorescence, ACh EC20; 0% = ACh EC20, 100% = maximal ACh | AID 588819 | 360,000 compounds, 0.088% hits | P11229; in the data active = activation above about 19%, passing the limit was not always enough
V1R ag counter = counter-screen for oxytocin receptor agonists: human V1a receptor agonists; CHO-V1R cells, Fluo-8 calcium fluorescence, agonist mode; 0% DMSO, 100% 3 nM vasopressin; 320,000 compounds, 0.25% hits; AID 2797; P37288; activation, % at 3 µM;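 active = activation above the mean activation of all tested compounds plus 3 SD, per screening run, cut at about 20% in these data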;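 also: signal is peak over basal fluorescence ratio across a 100 second FLIPR read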
Target sequence (P37288 whole entry, looked up): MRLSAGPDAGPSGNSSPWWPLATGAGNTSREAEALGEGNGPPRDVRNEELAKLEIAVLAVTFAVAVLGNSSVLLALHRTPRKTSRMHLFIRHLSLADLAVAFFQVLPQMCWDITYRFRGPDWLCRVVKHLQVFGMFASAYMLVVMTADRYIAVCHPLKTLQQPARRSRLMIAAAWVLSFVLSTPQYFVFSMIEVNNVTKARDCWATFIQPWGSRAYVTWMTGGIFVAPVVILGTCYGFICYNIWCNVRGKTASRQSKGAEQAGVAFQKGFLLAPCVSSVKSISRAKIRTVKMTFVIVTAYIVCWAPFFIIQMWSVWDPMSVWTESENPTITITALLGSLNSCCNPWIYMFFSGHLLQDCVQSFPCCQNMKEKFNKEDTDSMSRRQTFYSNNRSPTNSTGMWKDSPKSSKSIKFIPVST
M1 antag = human CHRM1 antagonism. P11229. CHO-K1 hM1, Fluo-8 calcium fluorescence, ACh EC80 antagonist. inhibition, % at 3 µM. 360,000 compounds, 1.3% hits. AID 588852;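 active = percent inhibition above its own plate's cutoff, namely the mean of that plate's compound wells plus 3 SD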;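 also: peak over basal fluorescence ratio during 140 s after agonist addition; 0% = ACh EC80 plus DMSO and 100% = DMSO alone without agonist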
TAAR1 agonist = agonists of human TAAR1; activation, % at 3 µM; CHO RD-HGA16 TAAR1, Fluo-8 calcium fluorescence; vehicle wells 0%, saturating PEA agonist 100%; Q96RJ0; 360,000 compounds, 0.99% hits;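 active = activation above the mean activation of all test compounds in the run plus 3 SD, cut at about 38% in these data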
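Test system: RD-HGA16 (CHO) cells co-expressing Gα16 and hTAAR1; dosing: one-point dosing at 3 µM (nominal); timing: 17-24 h seeding, 75 min 37 °C dye, 30 min RT; signal: kinetic Fluo-8 calcium fluorescence; read-out basis: % activation relative to PEA EC100 response; controls: DMSO and PEA EC100; replicates: n 1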
OXTR potentiate = human OXTR potentiation. CHO-OTR cells, Fluo-8 calcium fluorescence, potentiator mode; 0% = oxytocin EC15, 100% = EC100. activation, % at 3 µM. 320,000 compounds, 0.061% hits. AID 2445;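 active = activation above that plate's cutoff, the mean activation of tested compounds plus 3 SD, cut at about 6.6% in these data, passing the limit was not always enough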;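 also: 100% uses oxytocin at 75 nM as the full agonist control; some results filed as inactive read as strong as hits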
Target sequence (P30559 whole entry, looked up): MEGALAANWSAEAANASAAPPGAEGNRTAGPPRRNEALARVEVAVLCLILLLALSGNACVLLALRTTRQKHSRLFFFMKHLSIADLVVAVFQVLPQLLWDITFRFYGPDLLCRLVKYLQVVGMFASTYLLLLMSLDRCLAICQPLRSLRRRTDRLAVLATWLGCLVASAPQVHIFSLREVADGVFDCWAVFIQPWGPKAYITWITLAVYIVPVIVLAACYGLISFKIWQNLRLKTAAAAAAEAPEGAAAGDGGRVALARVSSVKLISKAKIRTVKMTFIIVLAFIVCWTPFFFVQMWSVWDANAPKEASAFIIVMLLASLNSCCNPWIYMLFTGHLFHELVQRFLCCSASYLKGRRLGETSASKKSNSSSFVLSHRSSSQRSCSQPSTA
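Material: CHO-OTR cells, human receptor; compound dosing: single dose, 3.0 µM nominal final compound concentration; schedule: 6 min compound pre-incubation at room temperature, 100 s kinetic read; measured by: kinetic Fluo-8 calcium fluorescence; read-out basis: % activation vs EC15 and EC100 oxytocin; controls: EC15 oxytocin alone as 0%, 75 nM oxytocin as 100%; replicates: singlicate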
CHO parental Ca = counter-screen for OX1R antagonists: effect in parental CHO cells | parental CHO-K1, ATP-induced calcium, Fluo-8 fluorescence | inhibition, % at 5.6 µM | 330,000 compounds, 0.63% hits | AID 463079;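 active = inhibition above that plate's mean sample inhibition plus 3 SD, cut at about 26% in these data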;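 also: 0% = ATP-challenged DMSO wells and 100% = DMSO wells without ATP; some compounds past the cut are filed as inactive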
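Test system: untransfected parental CHO cell line; also added: ATP stimulus; dosing: 5.6 µM, single dose; signal: calcium-sensitive Fluo-8 fluorescence; measure: percent inhibition of ATP-evoked calcium rise, normalized to controls; benchmarks: low control ATP plus DMSO, high control DMSO only; replication: one well per compound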
OXTR ag = human OXTR agonism. 320,000 compounds, 0.32% hits. activation, % at 3 µM. P30559. CHO-OTR cells, Fluo-8 calcium fluorescence; normalized: DMSO 0%, oxytocin 100%;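 active = activation above the mean of all tested compounds plus 3 SD, cutoff set per screening run, cut at about 20% in these data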;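 also: peak over basal fluorescence ratio from a 100 s FLIPR kinetic read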
TAAR1 antagonist = antagonists of human TAAR1. 360,000 compounds, 1.5% hits. Q96RJ0. inhibition, % at 3 µM. CHO RD-HGA16 TAAR1, Fluo-8 calcium fluorescence, antagonist;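 active = inhibition above a per-plate cutoff, the mean inhibition of test compounds on that plate plus 3 SD, cut at about 49% in these data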;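 also: 0% = DMSO plus EC80 beta-PEA response and 100% = DMSO alone without agonist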
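test system = CHO RD-HGA16 cells bearing hTAAR1 | replication = singlicate | controls = DMSO-only wells and EC80 β-PEA-stimulated wells | reagent = EC80 β-phenethylamine stimulus | read-out basis = percent inhibition of PEA-evoked calcium signal, max/basal emission ratio | schedule = seeding 17-24 h prior, 75-min 37 °C, 30-min RT dye loading | signal = kinetic Fluo-8 calcium fluorescence measurement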
* = called active by the depositor; . = not tested or not shown.

Results follow in this order: M1 ag	M1 PAM	V1R ag counter	M1 antag	TAAR1 agonist	OXTR potentiate	CHO parental Ca	OXTR ag	TAAR1 antagonist
COc1ccc(C2C(C(=O)Nc3cccnc3)=C(C)Nc3nc(-c4cccs4)nn32)cc1OC (configuration not stated)
 : -3	2	0.3	-5	2	-3	3	-0.9	-7
CC1/C(=N/O)CC(c2ccccc2)N(C)C1c1ccccc1 (configuration not stated)
 : -9	-14	-0.6	11	8	1	-6	-2.0	-5
Cc1ccc(NS(=O)(=O)c2c(C)[nH]c(C)c2C(=O)N2CCCCC2)c(Br)c1
 : -2	3	-0.3	-4	1	-5	-13	-0.7	-17
C=CCn1c(O)c(N=O)c2cc(C)ccc21
 : -3	5	0.8	-3	5	6	-7	-1.7	3
Cc1ccc(N(Cc2cc3ccccc3[nH]c2=O)S(=O)(=O)c2ccccc2)cc1
 : -3	2	-0.5	1	8	-10	-35	-2.4	20
Cn1c(=O)n(C)c2cc(NS(=O)(=O)c3ccc(F)cc3)ccc21
 : -4	4	2.9	5	2	-11	-12	3.9	4
NC(=O)c1ccc(NC(=O)CSc2nnc(-c3ccncc3)n2Cc2ccco2)cc1
 : -1	14	-1.0	-18	1	-2	-8	1.2	-14
COc1ccccc1CN(C)C(=O)C(c1ccccc1)c1ccccc1
 : -12	-10	-1.0	-3	0	-3	20	-2.1	3
COc1ccc(C(=O)N2CCN(S(=O)(=O)c3ccc4c(c3)OCCO4)CC2)cc1OC
 : -7	5	-0.1	-5	4	-8	-15	-0.5	-9
COC(=O)c1c(NC(=O)c2ccc([N+](=O)[O-])o2)sc2c1CCN(C(C)C)C2
 : -6	8	-2.3	-10	-1	-1	-11	-1.5	-8
O=S(=O)(NCCCN1CCN(c2ccccc2F)CC1)c1cccc2cccnc12
 : -7	2	2.7	-9	.	-1	-29	1.4	.
COc1ccc(-c2cc(C(F)(F)F)n3nc(C(=O)NCCCn4ccnc4)cc3n2)cc1
 : -5	10	-0.8	-8	-3	-7	-4	-1.6	-10
COc1ccc(CN2C[C@@H](CO)O[C@@H](n3cnc4c(NCc5ccc(F)cc5)ncnc43)C2)cc1
 : -1	10	.	-12	5	.	.	.	3
CCOc1cc(/C=C\c2nc(O)c([N+](=O)[O-])c(=O)[nH]2)ccc1OC(C)CC (configuration not stated)
 : -6	4	0.6	-8	0	-3	-8	-0.6	-11
COCCCNC(=O)CSC1=Nc2ccccc2C2=NC(c3ccccc3)C(=O)N12 (configuration not stated)
 : -7	4	0.3	4	1	-4	-8	-0.3	-16
CCN1CCN(C(=O)c2ccccc2N(Cc2ccccc2)S(=O)(=O)c2ccc(C)cc2)CC1
 : 28*	-9	0.4	10	13	-8	-19	0.7	2
CCOC(=O)NCCc1ccc(OC)cc1
 : -3	6	0.3	-11	6	-4	-2	-0.9	-2
Cc1ccc(/C=N/n2c(-c3ccncc3)n[nH]c2=S)s1
 : -1	6	0.7	-10	-1	-4	-1	-0.8	-2
COc1ccc(/C=C(\NC(=O)c2cccs2)C(=O)N2CCOCC2)cc1OC
 : 0	3	3.3	-7	2	-7	-2	3.8	2
COc1ccc(C(=O)n2nc(-c3ccc(Cl)cc3)nc2N)cc1OC
 : -2	7	-0.1	-7	4	-3	-3	1.6	2
Cc1ccc(O)c(NC(=S)NC(=O)/C=C/c2ccccc2)c1
 : -2	4	0.4	-7	4	-6	-3	-0.8	-12
CC1=C(C(=O)Nc2ccccc2)C(c2ccccn2)n2ncnc2N1 (configuration not stated)
 : 11	18	0.8	-20	2	2	0	1.4	2
O=c1[nH]cnc2scc(-c3cccs3)c12
 : 0	1	0.5	-7	2	1	-15	-1.3	-18
COc1cc(OC)cc(C(=O)N2CCC(N3CCN(c4ccccc4)CC3)CC2)c1
 : -5	-4	-1.2	4	-2	2	-6	-0.9	6
CN(C)c1cccc(C(=O)OCC(=O)Nc2ccccc2Cl)c1
 : -11	12	-0.8	-15	5	-1	-18	-1.7	3
O=[N+]([O-])c1ccccc1S(=O)(=O)Oc1ccc(C(=S)N2CCOCC2)cc1
 : -8	0	3.5	-3	2	-10	-1	2.6	0
Cc1cc(C)c2sc(NC(=O)c3ccc([N+](=O)[O-])o3)nc2c1
 : -3	4	0.5	-11	4	-2	-9	0.2	-16
CCOC(=O)C(C)Sc1nc(-c2cccs2)ccc1C#N (configuration not stated)
 : -8	-3	-0.5	6	6	0	-10	-0.9	14
Cc1ccc(S(=O)(=O)c2nnn3c2nc(Nc2cccc(C)c2)c2ccccc23)cc1
 : -4	4	1.1	-5	-1	-2	-3	1.0	18
C/C(CC(=O)Nc1ccc(C)c(Cl)c1)=N\NC(=O)C1CCCCC1
 : -3	0	1.9	4	2	-11	-15	-0.3	-2
CCC(C(=O)N1CCN(c2cccc(Cl)c2)CC1)c1ccccc1 (configuration not stated)
 : 0	-2	-1.5	-13	14	-8	-24	-1.1	10
COC(=O)c1cc(OC)c(OC)cc1NC(=O)CSc1nnc(-c2cccnc2)n1C
 : -7	8	0.4	-6	15	3	5	1.0	4
O=C(COc1ccccc1C(=O)Nc1ccccc1)c1ccc(F)cc1
 : -3	8	0.2	-7	-1	3	-9	-0.2	14
CC(C)Oc1ccc(CNC(=O)C2CCCN(S(=O)(=O)N3CCOCC3)C2)cc1 (configuration not stated)
 : -1	7	1.0	-10	0	-10	-11	9.4	0
Nc1ncnc2oc(-c3ccco3)c(-c3ccco3)c12
 : -1	6	-0.1	8	5	-1	-7	-1.9	-11
CCOC(=O)C1CCCN(C(=O)CN2C(=O)NC(C)(c3ccc4ccccc4c3)C2=O)C1 (configuration not stated)
 : 3	14	0.9	-18	4	-7	-4	0.1	-26
Brc1cc2c(cc1CN1CCc3ccccc3C1)OCO2
 : -7	1	-1.9	1	7	3	-28	-1.3	-23
CCOC(=O)C1(C)CCN1C(=O)c1cccc(OC(F)(F)F)c1 (configuration not stated)
 : -6	3	.	-3	0	.	.	.	-11
O=C(CN1N=C(c2ccccc2)CCC1=O)NCCN1CCc2ccccc2C1
 : -6	-9	-0.6	5	6	-2	-14	-1.6	-22
Cc1ccccc1-c1nc(CSc2nc3c(c(=O)[nH]2)CCC3)c(C)o1
 : 4	16	-0.5	-5	-1	-1	-8	-0.7	-66
CC1CCC(NC(=O)c2[nH]c(C(F)(F)F)nc2-c2ccccc2)CC1 (configuration not stated)
 : 1	-5	.	-10	6	.	.	.	0
Cc1cccc(NC(=S)N/N=C/C(C)c2ccccc2)c1C (configuration not stated)
 : -6	5	-0.8	-3	-2	-26	-27	-1.5	-11
COc1ccc(/C=N/NC(=O)CCc2ccccc2)cc1O
 : 1	5	1.4	2	1	-12	4	-0.3	-10
Cc1ccc(C)c(N2N=C(C(=O)Nc3ccc(S(=O)(=O)N4CCCC4)cc3)CCC2=O)c1
 : 9	-3	7.8	-1	11	-6	-9	12	4
Cc1cc(-c2csc3ncnc(N4CCN(C)CC4)c23)cc(C)c1C
 : -11	-25	-1.4	15	-5	-8	-13	-0.7	-16
COc1ccc(OC)c(N(C)S(=O)(=O)c2ccc3c(c2)N(C(C)=O)CCO3)c1
 : -1	5	1.3	-5	1	-6	11	1.4	-1
CC12CCC(=O)N1C(C(=O)Nc1ccc(Cl)c(S(=O)(=O)N3CCCCC3)c1)CS2 (configuration not stated)
 : 2	-4	5.0	6	6	-18	-10	2.6	8
CC(C)(C)SCCNC(=O)COc1ccccc1
 : -5	1	-0.5	6	3	-4	-4	-1.1	-10
O=C(O)CSc1nnc(C2CC2)n1-c1ccccc1
 : -2	5	-0.1	-3	2	-9	-7	0.2	3
CCCCCCSc1ccc([C@@H]2[C@@H]3C(=O)N(CC)C(=O)[C@@H]3[C@]3(C(=O)OC)CCCCN23)cc1OC
 : -4	8	2.9	-3	-1	-12	-34	-0.8	-6

Going on with the list:
Results follow in this order: M1 ag	M1 PAM	V1R ag counter	M1 antag	TAAR1 agonist	OXTR potentiate	CHO parental Ca	OXTR ag	TAAR1 antagonist
O=C1C(c2ccc(F)cc2)N(Cc2ccc3c(c2)OCO3)C(=O)CN1C1CCCCC1 (configuration not stated)
 : -4	6	-1.1	-6	21	-9	-27	-1.7	1
COc1ccccc1OCCn1c(SCC(=O)O)nc2ccccc21
 : 0	12	0.7	-12	10	-6	-6	0.2	-9
COc1ccc(OC)c(C(C)NC(=O)c2ccc(Br)cc2)c1 (configuration not stated)
 : -10	-1	-0.9	-3	0	-7	-2	-3.1	18
O=c1c2ccccc2[nH]c2ccccc12
 : 0	0	3.9	-5	6	-6	-3	2.2	-17
CCCCn1c(N)c(N(C(=O)CSc2nnnn2-c2ccccc2)C2CCCC2)c(=O)[nH]c1=O
 : 0	-2	0.6	12	0	-2	17	1.0	-2
NS(=O)(=O)c1ccc(CCNC(=O)c2ccc3nccnc3c2)cc1
 : 0	11	-0.1	-16	3	6	-3	1.3	-6
O=C(COC(=O)c1ccc(F)c(S(=O)(=O)N2CCOCC2)c1)NCCc1ccc(F)cc1
 : -1	6	0.9	8	-1	-6	-11	3.0	1
COc1cc(CNC2CCCC2)cc(Cl)c1OCc1ccc(F)cc1
 : -4	8	11	-12	23	-11	-9	13	-2
OCCCNCc1ccc(Cl)cc1Cl
 : -10	12	0.0	-1	10	-14	14	3.2	-8
C[C@H]1CN([C@@H](C)CO)C(=O)c2cccc(NC(=O)c3ccc(-c4nccs4)cc3)c2O[C@@H]1CN(C)C(=O)Nc1cccc2ccccc12
 : -11	-4	1.8	6	7	5	-22	0.2	15
Cc1sc2nc(C(C)C)nc(SCC(=O)NC3CC3)c2c1C
 : -11	-9	0.2	3	6	-3	-19	11	-2
COc1ccc2nc(Nc3nc(CSc4ccc(C)cc4)cc(=O)[nH]3)nc(C)c2c1
 : -5	11	-1.0	-3	2	-9	-28	-1.1	10
Cc1ccc2nc(SCC(=O)N3CCCc4ccccc43)nc(=O)n2c1
 : -2	0	.	8	2	.	.	.	-14
Cc1nnc(SCC(=O)Nc2ccc(N3CCOCC3)cc2)n1Cc1ccccc1
 : -7	2	0.3	6	7	-4	-7	0.8	-3
C=CCNC(=O)C1CCN(S(C)(=O)=O)CC1
 : -2	7	0.7	-15	0	-5	-2	0.7	-8
